SSB-PriA inh – blocks PriA binding to SSB C-terminal tail; AlphaScreen SSBct-PriA binding, biotinylated peptide; inhibition, % at 33 µM; 0.6% of 430,000 active; AID 1272365; in the data active = inhibition mostly above about 37%, no sharp cut-off; inactive = mostly below about 20%;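 also: plate controls were negative control peptide for no effect and reference peptide for full effect; strong numbers were not always called active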
BH1578 lux ind – induces V. cholerae light production without autoinducers; V. cholerae BH1578 lux reporter, luminescence, 6 h; activation, % at 18.7 µM; 0.16% of 350,000 active; AID 588436; in the data active = activation mostly above about 9.7%, no sharp cut-off; inconclusive = no clear call, values can overlap the other calls; inactive = mostly below about 3.7%; also: not every result past the cut was called active; inactives centre near 0; reference of the scale not given here
Mtb BioA inh – inhibitors of Mycobacterium tuberculosis BioA enzyme | purified M. tuberculosis BioA enzyme, plate reader | inhibition, % at 9.99 µM | 0.096% of 360,000 active; in the data active = inhibition above about 40%; inconclusive = no clear call, values can overlap the other calls
VHR inh abs – DUSP3 (human) phosphatase inhibition. P51452. recombinant VHR phosphatase, pNPP absorbance. inhibition, % at 13.3 µM. 0.52% of 290,000 active. AID 1654; in the data active = inhibition above about 50%; also: some compounds called inactive have numbers as strong as hits
Target sequence (P51452 whole entry, looked up): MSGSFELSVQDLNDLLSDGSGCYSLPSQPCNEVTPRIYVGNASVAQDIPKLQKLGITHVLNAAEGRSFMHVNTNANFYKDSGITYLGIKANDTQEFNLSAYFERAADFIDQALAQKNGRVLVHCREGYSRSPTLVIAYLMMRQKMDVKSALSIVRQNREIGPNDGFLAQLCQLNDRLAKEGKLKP
Mtb FBA inh – Mtb fructose-bisphosphate aldolase inhibition | purified M. tuberculosis FBA, fluorescence read-out | inhibition, % at 1 µM | 2.3% of 360,000 active; in the data active = inhibition above about 27%;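 also: 0% = vehicle and 100% = reference inhibitor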
Target sequence (P9WQA3 whole entry, looked up): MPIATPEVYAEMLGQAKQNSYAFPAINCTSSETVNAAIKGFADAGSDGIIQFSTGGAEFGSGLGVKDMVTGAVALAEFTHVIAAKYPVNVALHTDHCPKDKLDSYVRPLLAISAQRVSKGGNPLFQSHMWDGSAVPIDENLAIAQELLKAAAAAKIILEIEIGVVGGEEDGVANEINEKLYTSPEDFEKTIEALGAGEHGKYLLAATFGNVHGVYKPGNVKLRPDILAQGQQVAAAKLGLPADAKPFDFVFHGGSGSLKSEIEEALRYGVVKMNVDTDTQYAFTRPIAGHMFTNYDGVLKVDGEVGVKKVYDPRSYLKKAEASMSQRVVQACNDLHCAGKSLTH
UGM FP inh – Mtb UDP-galactopyranose mutase inhibition. 0.06% of 320,000 active. inhibition, % at 10 µM. purified UGM, fluorescence polarization probe displacement. P9WIQ1; in the data active = inhibition above about 10%, passing the limit was not always enough; inconclusive = no clear call, values can overlap the other calls
Target sequence (P9WIQ1 whole entry, looked up): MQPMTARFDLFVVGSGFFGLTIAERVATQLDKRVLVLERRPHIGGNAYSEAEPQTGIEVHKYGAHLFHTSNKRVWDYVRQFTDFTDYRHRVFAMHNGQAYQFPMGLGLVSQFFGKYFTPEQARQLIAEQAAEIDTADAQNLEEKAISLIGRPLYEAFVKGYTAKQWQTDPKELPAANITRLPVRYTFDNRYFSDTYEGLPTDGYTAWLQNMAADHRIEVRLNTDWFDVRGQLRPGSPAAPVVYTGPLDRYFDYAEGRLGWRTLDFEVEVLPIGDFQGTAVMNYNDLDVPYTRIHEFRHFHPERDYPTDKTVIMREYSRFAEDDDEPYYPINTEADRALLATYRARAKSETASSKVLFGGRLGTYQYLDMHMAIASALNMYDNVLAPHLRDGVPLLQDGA
MazF activator – activators of E. coli MazEF toxin-antitoxin RNase; activation, % at 20 µM; 0.32% of 350,000 active; FAM/BHQ RNA-DNA oligo cleavage fluorescence, 5 h; AID 504720; P0AE70; in the data active = activation above about 50%
Target sequence (P0AE70 whole entry, looked up): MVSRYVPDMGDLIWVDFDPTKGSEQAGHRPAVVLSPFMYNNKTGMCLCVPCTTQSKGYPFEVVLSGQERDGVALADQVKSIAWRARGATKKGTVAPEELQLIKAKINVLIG
GDH-TPI inh – inhibits GDH-TPI coupling enzymes, artifact for Mtb FBA screen. inhibition, % at 4.8 µM. GDH-TPI coupled enzyme counterscreen, NADH absorbance. 1.2% of 360,000 active. AID 588335; in the data active = inhibition above about 30%;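 also: 0% = DMSO wells and 100% = wells lacking the enzyme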
Rv3671c protease – Rv3671c (M. tuberculosis) protease inhibition; P9WHR9; AID 2606; 0.048% of 320,000 active; inhibition, % at 5.96 µM; in the data active = inhibition above about 38%;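 also: extracellular domain of Rv3671c used as enzyme; 0% = enzyme with DMSO and 100% = no enzyme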
SARS 3CLpro inh – SARS-CoV 3CLpro protease inhibition; P0C6X7; recombinant SARS-CoV 3CLpro, quenched FRET peptide cleavage; inhibition, % at 6 µM; 0.14% of 290,000 active; in the data active = inhibition above about 12%
* = called active by the depositor; i = inactive; ? = inconclusive; . = no result given; & = joins results of further samples. An excerpt; count on the stated rates, not on these rows.

SMILES	SSB-PriA inh	BH1578 lux ind	Mtb BioA inh	VHR inh abs	Mtb FBA inh	UGM FP inh	MazF activator	GDH-TPI inh	Rv3671c protease	SARS 3CLpro inh
COc1ccc2c(CC(=O)OCC(=O)c3ccc(F)cc3)coc2c1	-10	i	-2.9	-8	4	-1.7	-4	3	7	2
CCOc1ccc(C2C(=O)N(C3CCCCC3)CC(=O)N2CC2CCCO2)cc1OC (centres undefined)	-2	-0.3	-4.1	1	4	1.3	-4	19	-1	-7
Cc1cc2oc3c(c(=O)c2cc1C)C(c1ccc(C(C)C)cc1)N(CCCN1CCOCC1)C3=O (centres undefined)	4	-0.9	-5.2	11	0	-4.1	9	9	-1	2
CCN1CCN(Cc2cc(Br)cc(Br)c2O)CC1	6	i	-0.1	24	-6	1.8	2	-8	9	-2
Cc1ccc(C(C)n2cc(C(=O)NCCN3CCN(C)CC3)nn2)cc1 (centres undefined)	-6	-0.9	-0.7	-12	1	2.6	-5	8	0	1
COc1cccc(C(C)(O)c2nc(-c3cccc4cccnc34)cs2)c1 (centres undefined)	.	-0.6	-3.8	.	7	.	.	19	.	.
CCC1=NN(C(=O)c2ccccc2Br)C(O)(c2ccc(Br)cc2)C1 (centres undefined)	-10	-0.9	1.8	19	-3	2.0	-19	1	0	-1
CCN(CC)CCNC(=O)c1ccc(NC(=O)c2ccc(Cl)c(S(=O)(=O)N3CCCCCC3)c2)cc1	7	i	-3.2	9	1	?	31	-3	-49	8
CNC(=O)c1c(NC(=O)c2ccc(S(=O)(=O)N3CC(C)OC(C)C3)cc2)sc2c1CCN(C(C)C)C2 (centres undefined)	6&-10	i	-1.6	10	-2	0.0	-18	9	4	-8
O=C(CSc1ccccc1)Nc1cccc(NC(=O)c2ccco2)c1	-3	i	2.9	5	0	0.4	2	-4	-7	-2

Entries of single compounds from above. Screens in order: SSB-PriA inh, BH1578 lux ind, Mtb BioA inh, VHR inh abs, Mtb FBA inh, UGM FP inh, MazF activator, GDH-TPI inh, Rv3671c protease, SARS 3CLpro inh
COc1ccc2c(CC(=O)OCC(=O)c3ccc(F)cc3)coc2c1 is entered as -10, i, -2.9, -8, 4, -1.7, -4, 3, 7, 2
COc1cccc(C(C)(O)c2nc(-c3cccc4cccnc34)cs2)c1 (centres undefined) is entered as ., -0.6, -3.8, ., 7, ., ., 19, ., .
CCC1=NN(C(=O)c2ccccc2Br)C(O)(c2ccc(Br)cc2)C1 (centres undefined) is entered as -10, -0.9, 1.8, 19, -3, 2.0, -19, 1, 0, -1
CCOc1ccc(C2C(=O)N(C3CCCCC3)CC(=O)N2CC2CCCO2)cc1OC (centres undefined) is entered as -2, -0.3, -4.1, 1, 4, 1.3, -4, 19, -1, -7

Remaining list, next part.
SMILES	SSB-PriA inh	BH1578 lux ind	Mtb BioA inh	VHR inh abs	Mtb FBA inh	UGM FP inh	MazF activator	GDH-TPI inh	Rv3671c protease	SARS 3CLpro inh
C[C@@H]1CC[C@]2(C(=O)O)CC[C@]3(C)C(=CCC4[C@]56CC[C@@](O)(OC5)C(C)(C)C6CC[C@]43C)C2[C@H]1C (some centres undefined)	11	-0.7	3.1	.	-1	0.3	-9	-6	-2	.
COc1ccccc1Oc1ccc(N2CC(C(=O)OCC(=O)c3ccc(F)cc3)CC2=O)cc1 (centres undefined)	-5	i	1.9	0	1	.	-1	3	.	6
COc1ccc(N2C(=NC(=O)C3CCCCC3)SC3CS(=O)(=O)CC32)cc1Cl (centres undefined)	-3	-0.4	0.0	-6	-4	-0.3	2	-4	-11	6
O=C1NC(=O)N(c2ccc3c(c2)OCO3)C(=O)/C1=C/c1cccs1	-6	i	.	-12	-5	-2.0	6	4	-17	3
CS(=O)(=O)c1ccc(C(=O)OCC(=O)NC23CC4CC(CC(C4)C2)C3)cc1[N+](=O)[O-]	-10	-0.1	.	13	-6	2.4	8	-2	-79	-4
COC(=O)c1cc(NC(=O)c2cc3ccccc3o2)cc(C(=O)OC)c1	-3	i	-1.1	21	4	0.0	17	2	0	3
O=C(COC(=O)c1ccco1)NCCNC(=O)COC(=O)c1ccco1	-3	i	-1.3	10	3	-0.4	7	5	-11	-2
CC12CCC(=O)N1C(C(=O)NCCc1ccc(S(N)(=O)=O)cc1)CS2 (centres undefined)	-7	i	0.0	10	0	0.1	6	3	6	-3
COc1ccc(NC(=S)NC(NC(C)=O)C(Cl)(Cl)Cl)c([N+](=O)[O-])c1 (centres undefined)	16	-0.1	.	22	-3	-1.1	3	-3	-10	3
COC(=O)c1c(-c2ccc(C)cc2)csc1N	9	-0.2	-0.6	3	5	0.8	4	1	-6	-2
CSc1ccccc1-c1nnc(-c2ccc(Cl)c(Cl)c2)o1	-14	i	-1.0	15	0	1.5	7	-3	7	-4
CC(=O)C(Cc1ccccc1)NC(=O)COC(=O)c1ccc(-n2cnnn2)cc1 (centres undefined)	-6	-3.2	6.0	.	-3	-2.4	2	4	2	.
COC(=O)C1=C(c2ccc(OC)c(OC)c2)C[C@@H]2CC[C@H]1N2C(=O)NCCc1ccccc1	-9	i	-1.2	.	-2	4.1	1	0	-5	.
Cc1nn(Cc2noc(C(=O)NCc3ccccn3)n2)c(C)c1Br	-4	-0.3	0.1	18	0	-0.6	5	7	12	-1
CC(C)CC(NC(=O)c1ccc(C#CC(C)(C)O)s1)C(=O)O (centres undefined)	-11	-0.2	.	-5	-1	2.4	9	-3	-6	2
COc1ccc(C(OC(=O)c2ccco2)C(=O)NC2CCCC2)cc1OC (centres undefined)	-1	-0.3	-2.6	26	2	0.0	-3	-8	-7	-2
CCOCCCNC(=O)Cn1cnc2c(cnn2-c2ccc(C)c(C)c2)c1=O	-13	-0.3	-0.6	4	2	-0.2	12	8	0	1
COc1cc(CC2C(=O)N(C)C(=O)N(C)C2=O)ccc1OCc1ccccc1	0	i	4.1	30	1	-3.4	-3	8	3	2
CC1CCCC(NC(=O)COC(=O)Cc2ccccc2)C1C (centres undefined)	-6	-12	-0.7	16	-1	-1.1	-5	-10	-4	1
O=C(NC1CC2CCCC(C1)N2C(=O)NCc1ccccc1)C1CC1 (centres undefined)	-21	-0.5	0.3	30	1	1.9	8	2	4	3
CC(C)CC(CO)N1CCN(C(=O)c2ccc(Cl)cc2)CCC1=O (centres undefined)	-7	i	0.1	.	-3	-0.7	2	-4	-3	.
COc1ccc(CN2C(=NC(=O)c3ccccc3)SC3CS(=O)(=O)CC32)cc1OC (centres undefined)	5	-0.1	4.1	-14	5	-2.6	11	-3	7	-2
O=C(COc1ccccc1)Nc1nnc(S(=O)(=O)N2CCCC2)s1	6	-0.1	-1.2	-10	-1	-1.5	-5	-5	-2	2
CCC(OCC(O)CN1CCCCC1)c1ccccc1 (centres undefined)	-4	i	-0.4	14	0	-3.3	-29	10	-5	0
O=C(N/N=C/c1cccn1-c1ccc([N+](=O)[O-])cc1)c1cccnc1	i	-0.9	-0.4	-4	-8	-1.8	-7	53*	2	-4
CC(Sc1ccccc1)C(=O)N1CCN(S(=O)(=O)c2ccc(Cl)cc2)CC1 (centres undefined)	-10	-0.4	-0.6	6	0	1.7	-5	-5	-7	1
Cc1onc(-c2ccccc2Cl)c1C(=O)Nc1cnn(Cc2ccccc2)c1	-16	-0.3	-1.4	16	2	3.4	5	3	3	.
CCCn1c(=O)c2c(nc3n2CCS3)n(C)c1=O	7	-1.6	.	22	-2	-1.0	3	-5	4	-2
NP(=O)(Nc1ccccc1)Nc1ccccc1	-10	i	-0.5	.	0	.	11	-6	.	.
CCCc1nc2ccccc2c(=O)n1NC(=O)c1c(O)c2ccccc2n(C)c1=O	4	-1.6	.	22	3	-0.3	-3	1	4	3
C=CCn1c(SCC(=O)Nc2nc(C)cs2)nnc1C(NC(=O)c1ccccc1)C(C)C (centres undefined)	3	.	-0.3	8	1	-0.7	2	-4	0	5
CN1C(=O)NC(=O)C1c1ccccc1 (centres undefined)	0	0.8	-0.5	.	-1	.	-1	-5	.	.
Cc1ccc(CNC(=O)CS(=O)(=O)c2cn(CC(=O)N3CCOCC3)c3ccccc23)cc1	-2	-0.7	-2.7	38	4	1.3	-2	-6	5	-1
Cc1ccc(S(=O)(=O)N2CCN(CCO)CC2)cc1-c1nnc2c3ccccc3c(C)nn12	-5	i	-1.0	.	-1	1.0	8	4	-4	0
O=C(COC(=O)c1c(Cl)cccc1Cl)Nc1ccccc1Br	-20	-0.2	-2.1	33	3	-4.3	-3	7	-1	5
COc1ccc(S(=O)(=O)N2CCCCC2)cc1NC(=O)CCC(=O)N1CCC(c2ccccc2)=N1	-10	i	-0.2	.	2	.	3	5	.	.
NC(=O)CN1CCOCCN(CC(N)=O)CCOCC1	-15	.	.	19	.	2.1	9	.	3	.
COc1cc(/C=N\NC(=O)c2c(C)nc3cc(C)ccn23)ccc1O	.	-1.2	.	0	4	0.2	-30	29	-4	3
COc1ccc(NC(=S)N2CCC(C(=O)c3ccc(C)cc3)CC2)c(OC)c1	15	i	-12	16	2	0.7	9	-2	2	-4
COc1cc(C2CC(=O)c3cnc(NC(=O)c4ccco4)nc3C2)cc(OC)c1OC (centres undefined)	-10	-0.2	0.3	2	-6	-0.5	4	-2	-6	-2
NS(=O)(=O)c1ccc(NC(=O)CSc2ccccn2)cc1	-7	-0.6	-12	2	-1	0.2	-10	9	3	0
CC(=O)c1cnc(Nc2cccc(Cl)c2Cl)s1	-8	-0.6	.	-3	1	-1.5	0	19	4	0
NCC(c1ccccc1)(c1ccccc1)c1ccccc1	-7	-0.7	.	15	-1	-0.4	-3	-1	-1	-1
O=C(O)c1cccc(S(=O)(=O)Nc2ccccc2Cc2ccccc2)c1	-18	i	.	12	1	2.5	-11	7	6	1
COc1ccc(/C=N/OCC(=O)N2CC3(C)CC2CC(C)(C)C3)cc1OC (centres undefined)	.	i	-0.3	-2	-1	2.3	-2	4	-6	-5
CC1CCN(S(=O)(=O)c2ccc3c(c2)c(=O)c(C(=O)NCc2ccccc2Cl)cn3C)CC1	.	.	.	17	.	-2.5	.	.	7	1
Cc1ccc(S(=O)(=O)N/N=C\c2ccc3c(c2)OCO3)c(C)c1	.	i	1.3	-12	2	-0.1	-2	1	-1	-6
COc1cccc(C(=O)NNC(=O)c2ccc(NS(=O)(=O)c3cccs3)cc2)c1OC	4	1.2	0.0	.	4	.	-3	10	-3	.
Cc1[nH]c2ccc(-c3n[nH]c(=S)n3C)cc2c1C	-6	0.0	0.4	20	5	4.0	4	2	5	0
Cc1cccc(NC(=O)CCC(=O)N/N=C/c2ccco2)c1C	.	-0.7	-1.0	8	-1	-0.1	2	-6	2	4
(more compounds)
SMILES	SSB-PriA inh	BH1578 lux ind	Mtb BioA inh	VHR inh abs	Mtb FBA inh	UGM FP inh	MazF activator	GDH-TPI inh	Rv3671c protease	SARS 3CLpro inh
CN(C)CCn1cnc2ccccc21	-5	0.0	-1.5	-11	-2	-2.4	8	2	-6	-1
O=C(c1ccccc1)N1CCc2[nH]nc(-c3ccccc3)c2C1	0	i	2.2	34	-8	-0.1	2	-9	-11	-4
Cc1n[nH]c(=S)n1/N=C/c1ccccc1	.	-0.1	-3.4	24	0	-1.6	11	-7	-10	5
CC(=O)NC(c1ccc(Cl)cc1Cl)c1ccc2cccnc2c1O (centres undefined)	65	-0.4	-1.4	11	-2	0.6	1	-1	.	3
CC(C)(C)n1nnnc1CN(Cc1ccc(F)cc1)Cc1ccco1	-25	i	1.0	17	6	-3.3	-1	-2	-8	6
CCN1CCN(CC(O)COC(c2ccccc2)c2ccccc2)CC1 (centres undefined)	-10	-4.5	-2.5	13	0	-2.7	6	-2	-1	4
COc1ccc(C(O)P(=O)(OC(C)C)OC(C)C)cc1 (centres undefined)	-4	-0.9	.	13	0	-0.3	-4	2	11	0

Bioassay records from PubChem BioAssay.
